Assay outcomes: PubChem, several laboratories
MEX-5 binding: MEX-5 zinc finger RNA-binding disruptors – biochemical, C. elegans, fluorescence polarization, MLPCN library, primary screen | Zinc finger protein mex-5 (Caenorhabditis elegans), Q9XUB2 | AID 1832, 2009 | 300,000 compounds, 0.38% hits | activity score (negative = inhibition of binding), % at 10 µM | MEX-5/FITC-TCR2 RNA binding; active compounds read low;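 active = inhibition past about -25% in most replicates, and total fluorescence under double the plate's negative control median, limit read from the data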;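 note: 0% = DMSO and -100% = 5 µM competing unlabeled TCR2 RNA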
Target sequence (Q9XUB2 whole entry, looked up): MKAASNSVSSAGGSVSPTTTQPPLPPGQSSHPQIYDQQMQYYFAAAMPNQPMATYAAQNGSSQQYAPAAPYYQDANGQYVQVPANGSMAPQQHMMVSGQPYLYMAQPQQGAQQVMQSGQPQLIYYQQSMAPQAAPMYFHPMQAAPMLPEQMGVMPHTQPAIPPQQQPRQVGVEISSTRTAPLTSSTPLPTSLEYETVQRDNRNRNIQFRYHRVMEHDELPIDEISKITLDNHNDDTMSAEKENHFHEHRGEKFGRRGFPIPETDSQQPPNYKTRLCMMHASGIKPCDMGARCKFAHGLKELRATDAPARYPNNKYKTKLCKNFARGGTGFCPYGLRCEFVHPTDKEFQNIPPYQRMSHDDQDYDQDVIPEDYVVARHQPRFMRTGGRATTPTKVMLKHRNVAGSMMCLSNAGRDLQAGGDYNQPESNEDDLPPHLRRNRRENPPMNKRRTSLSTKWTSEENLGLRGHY
pPAFAH FP inh: pPAFAH enzyme inhibitors, primary screen, biochemical, fluorescence polarization, human. inhibition, % at 3.39 µM. AID 463082, 2010. recombinant pPAFAH, FP-rhodamine probe fluorescence polarization. 330,000 compounds, 1.5% hits;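 active = inhibition above the mean inhibition across the screen plus 3 SD, cut at about 25% in these data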;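 note: inhibitors block binding of the rhodamine activity-based probe so polarization drops; 0% = enzyme with DMSO and 100% = wells lacking pPAFAH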
AHR activator: AHR activators, primary screen, cell-based, luminescence, luciferase reporter, human; AHR-responsive luciferase reporter cells; activation, % at 5 µM; 320,000 compounds, 2.5% hits; in the data active = activation above about 47%;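 note: 0% = vehicle wells and 100% = reference agonist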
MCL1-BIM inh: inhibitors of MCL1 binding to BIM-BH3, primary screen, biochemical, fluorescence polarization. Induced myeloid leukemia cell differentiation protein Mcl-1 (Homo sapiens), Q07820. GST-MCL1 / FITC-Bim-BH3 fluorescence polarization. inhibition, % at 10.9 µM. 320,000 compounds, 0.68% hits. AID 2057, 2009;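 active = inhibition above the mean inhibition of all tested compounds plus 3 SD, set per campaign, cut at about 40% in these data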;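 note: 0% = DMSO wells and 100% = unlabeled Bim-BH3 peptide control; higher means more loss of mP so more displacement of Bim peptide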
Target sequence (Q07820 whole entry, looked up): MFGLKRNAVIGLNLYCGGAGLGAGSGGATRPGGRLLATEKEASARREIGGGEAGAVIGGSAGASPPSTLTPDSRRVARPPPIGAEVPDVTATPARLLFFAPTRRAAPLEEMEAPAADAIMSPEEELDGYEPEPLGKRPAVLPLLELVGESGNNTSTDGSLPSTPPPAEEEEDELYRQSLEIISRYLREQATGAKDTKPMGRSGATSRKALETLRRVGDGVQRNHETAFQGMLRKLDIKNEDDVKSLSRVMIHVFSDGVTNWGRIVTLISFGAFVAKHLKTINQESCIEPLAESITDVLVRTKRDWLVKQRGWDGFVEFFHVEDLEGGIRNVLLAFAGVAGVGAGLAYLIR
Fam108B counter: mouse Fam108B serine hydrolase inhibitors, primary screen, counter-screen for RBBP9 inhibitor project, biochemical, fluorescence polarization. AID 1947, 2009. 300,000 compounds, 0.33% hits. inhibition, % at 9.51 µM. recombinant Fam108B, FP-Rh probe fluorescence polarization;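 active = inhibition above the screen mean inhibition plus 3 SD, computed separately per campaign, cut at about 18% in these data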;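 note: inhibitors lower polarization as less probe binds the enzyme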
PAFAH1B2 FP inh: PAFAH1B2 enzyme inhibitors, primary screen, biochemical, fluorescence polarization, human; 340,000 compounds, 1.2% hits; Platelet-activating factor acetylhydrolase IB subunit alpha2 (Homo sapiens), P68402; inhibition, % at 3.39 µM; AID 492953, 2010; recombinant PAFAH1B2, FP-rhodamine activity probe;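 active = inhibition above the mean of all tested compounds plus 3 SD, cut at about 24% in these data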;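 note: 0% = enzyme with DMSO and 100% = wells lacking PAFAH1B2; many of its hits are not listed in these tables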
Target sequence (P68402 whole entry, looked up): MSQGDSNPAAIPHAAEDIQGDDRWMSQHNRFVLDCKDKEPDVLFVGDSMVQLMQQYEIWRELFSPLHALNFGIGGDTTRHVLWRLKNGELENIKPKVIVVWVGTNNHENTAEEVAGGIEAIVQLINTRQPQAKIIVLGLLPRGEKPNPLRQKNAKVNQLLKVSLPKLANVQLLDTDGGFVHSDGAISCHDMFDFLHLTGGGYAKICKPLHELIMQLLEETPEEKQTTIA
GLD-1 RNA inh: GLD-1/TGE RNA complex disruptors, primary screen, biochemical, fluorescence polarization; inhibition, % at 5.96 µM; 320,000 compounds, 0.44% hits; Female germline-specific tumor suppressor gld-1 (Caenorhabditis elegans), Q17339; purified GLD-1 + fluorescein TGE RNA; AID 2280, 2010;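 active = percent inhibition above a per-plate cutoff, the plate mean of test compounds plus 3 SD, cut at about 30% in these data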;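 note: 0% = DMSO wells with GLD-1 and probe and 100% = wells lacking GLD-1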
PME-1 primary: PME-1 inhibitors via competitive probe labeling, primary screen, biochemical, fluorescence polarization, FP-Rh probe, HTS. inhibition, % at 5.9 µM. Protein phosphatase methylesterase 1 (Homo sapiens), Q9Y570. AID 2130, 2009. recombinant PME-1. 320,000 compounds, 0.53% hits;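 active = inhibition above the campaign mean of all compounds plus 3 SD, cut at about 26% in these data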;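 note: competitive labeling of PME-1 active site by serine hydrolase directed probe; 0% = PME-1 with DMSO and 100% = wells lacking PME-1 enzyme; inhibitors block probe labeling so polarization falls and inhibition rises; many of its hits are not listed in these tables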
Bcl-xL primary: inhibitors of human Bcl-xL, primary screen, biochemical, fluorescence polarization, HTS | Bcl-2-like protein 1 (Homo sapiens), Q07817 | GST-Bcl-xL / FITC-Bim BH3 peptide fluorescence polarization | inhibition, % at 10.9 µM | 320,000 compounds, 0.7% hits;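 active = inhibition above the mean of all tested compounds plus 3 SD, cutoff set per campaign, cut at about 30% in these data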;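 note: 0% = DMSO wells and 100% = unlabeled Bim-BH3 peptide competitor; inhibitors lower millipolarization by displacing the labeled peptide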
Starred values were filed as active, the others as inactive; . = not tested or not shown. Not all compounds are listed; the hit share may differ from the screen's.

SMILES | MEX-5 binding | pPAFAH FP inh | AHR activator | MCL1-BIM inh | Fam108B counter | PAFAH1B2 FP inh | GLD-1 RNA inh | PME-1 primary | Bcl-xL primary
CN1C(c2ccc(F)cc2)=CS/C1=C(\C#N)c1nnc2n1-c1ccccc1SC2 | 1.2 | 9 | 3 | 6 | 3 | 4 | 9 | -5 | 1
COc1ccc(N2CCN(C(=O)CSc3nnc4c(C)cc5cc(C)ccc5n34)CC2)cc1 | -5.1 | -2 | 8 | 6 | 2 | -2 | 11 | -5 | 7
COC(=O)c1ccc(NC(=O)c2ccccc2SC)cc1 | -0.7 | -4 | -5 | 9 | -1 | 1 | 6 | -4 | 5
C=C1CCN(C(C(=O)OC)C(C)C)S(=O)(=O)c2ccc(F)cc21 (stereo unspecified) | 1.0 | -4 | -5 | 6 | 2 | 1 | 6 | 6 | 8
COc1ccccc1C(=O)NNC(=O)C(=O)Nc1ccc(C)cc1 | 0.2 | 1 | 17 | 0 | 7 | 8 | -6 | 3 | 1
CCOc1ccc(N2C(=O)CC(N3CCN(C(=O)CN4CCCC4)CC3)C2=O)cc1 (stereo unspecified) | -3.5 | 4 | 0 | 8 | 0 | 3 | -1 | 5 | 9
CCCCn1c(N)c(N(CC)C(=O)CSCc2ccc(C)cc2)c(=O)[nH]c1=O | 0.5 | 0 | 0 | -1 | 1 | 2 | 4 | -7 | -3
COc1ccc2[nH]c(C(=O)N/N=C/c3ccccc3OC)cc2c1 | 0.5 | 7 | 8 | 4 | 2 | 3 | 3 | 0 | 5
CCn1cc(C(=O)NCCCN2CCCC(C)C2)c(=O)c2cc(S(=O)(=O)N3CCc4ccccc4C3)ccc21 (stereo unspecified) | 1.7 | -3 | 1 | 6 | -3 | 5 | -8 | 14 | 2
Cc1c(-c2ccc(Cl)cc2)[n+](=O)c2c(n1[O-])CCCC2 | -0.8 | 6 | 0 | -4 | 1 | 4 | -3 | -5 | 4
COc1ccc(C(=O)COC(=O)c2sc(C)nc2C)cc1OC | . | 1 | 0 | -5 | . | -2 | -1 | -2 | 3
CCn1c(CC(=O)Nc2ccc(C)cc2)nnc1SCC(=O)Nc1nc(C)cs1 | -1.8 | -1 | 6 | 2 | -6 | 1 | -1 | -8 | -4
CCOC(=O)CN(c1ccccn1)S(=O)(=O)c1ccccc1 | 0.7 | 5 | 1 | 2 | 2 | -1 | 0 | 5 | 8
CN(CCC#N)C(=O)c1cc2c(s1)-c1ccccc1SC2 | -1.2 | 5 | 12 | 8 | 0 | 4 | -3 | 9 | 7
O=c1[nH]c(SCc2nc3ccccc3n2Cc2ccccc2)nc2ccccc12 | 1.1 | -3 | 1 | 6 | -1 | 0 | 7 | -4 | 5
C=CCn1c(SC(C)C(=O)Nc2ccc(Cl)cn2)nnc1C1CC1 (stereo unspecified) | -1.8 | -6 | 3 | 2 | -1 | -2 | -5 | -4 | 4
Cc1c(Nc2cc(=O)oc3ccccc23)c(=O)n(-c2ccccc2)n1C | -1.7 | 3 | 1 | 7 | -2 | 5 | -3 | 0 | 12
Cc1c(Br)c([N+](=O)[O-])nn1CC(=O)Nc1cccc2nonc12 | -1.4 | 15 | 7 | 7 | 0 | -3 | 5 | 3 | 7
CCOC(=O)c1cnc2nc(C)nn2c1N | 1.1 | 4 | 1 | -1 | 1 | -2 | 3 | -2 | -1
CCC(=O)Nc1ccc(N/C(N)=N/c2nc(C)cc(C)n2)cc1 | 0.1 | -2 | 3 | 2 | 1 | 1 | -1 | 1 | 5
C#CCOCCOCCOCCNc1nc(N2CCN(C(=O)CCCCCCCCCCNC(=O)[C@H](CCCCN)n3cc(C)nn3)CC2)nc(N2CCN(C(=O)CCCCCCCCCCNC(=O)[C@@H]([C@H](C)CC)n3cc(CCCCCN)nn3)CC2)n1 | . | 0 | -6 | -1 | 0 | -4 | -8 | 2 | -2
Cc1ccc(CSc2[nH]c(=O)ncc2C)cc1 | -3.1 | 4 | 0 | -2 | 3 | 9 | 3 | 5 | 2
COc1ccccc1N1Cc2ccccc2C1 | -0.5 | 15 | 3 | 2 | 8 | 2 | 1 | -7 | 10
Cc1ccc(-c2ccc(=O)n(CC(=O)N3CCN(c4cc(Cl)ccc4C)CC3)n2)cc1 | -0.4 | -7 | -1 | 7 | -6 | -1 | 1 | -10 | 2
Cc1ccc2[nH]c(=O)c(CN(Cc3cccnc3)Cc3nnnn3CCN3CCOCC3)cc2c1 | -2.7 | 2 | 1 | 2 | 0 | 2 | 0 | -3 | 3
CC(C(=O)O)n1c2ccccc2c2cn[nH]c(=O)c21 (stereo unspecified) | -1.8 | 0 | 5 | 2 | 0 | -2 | -4 | 7 | 3
N#CC1=C(N)Oc2c(sc3ccccc23)C1c1ccco1 (stereo unspecified) | -3.4 | 26* | 75* | -10 | 11 | 7 | 16 | -1 | -16
CC1CSc2n(-c3cccc(C(F)(F)F)c3)cc(-c3ccccc3)[n+]21 (stereo unspecified) | -2.2 | 4 | 10 | 10 | -4 | -2 | 1 | 0 | 3
Cc1nnsc1C(=O)NNc1ccc(Cl)cc1 | -4.4 | -3 | 6 | 4 | 1 | 1 | 5 | 0 | 4
CCCCOC(=O)Cn1c(=O)c2c(nc(Br)n2Cc2ccccc2)n(C)c1=O | 3.1 | 6 | 5 | 3 | 3 | 0 | 7 | -5 | -1
COC(=O)c1ccc(CSc2nc3ccccc3c(=O)n2-c2cccc(OC)c2)o1 | 2.1 | 3 | 1 | -3 | -1 | 2 | 2 | -3 | -3
O=C(COC(=O)c1ccccc1O)Nc1ccc2ccccc2c1 | . | -7 | 8 | . | . | 0 | -3 | . | .
Cc1nc(N)sc1-c1csc(NCc2ccccc2)n1 | -1.5 | 14 | 8 | 4 | 6 | 12 | -2 | 1 | 12
CC(C)C(NS(=O)(=O)/C=C/c1ccccc1)C(=O)NCc1ccc(F)cc1 (stereo unspecified) | 0.0 | 6 | -1 | -9 | -2 | 18 | -2 | 7 | 3
CCN(CC)C(=O)c1c([N+](=O)[O-])c(C(C)(C)C)nn1C | 0.5 | 1 | 0 | 2 | 1 | 5 | 5 | -4 | 5
COc1ccc(-c2cc3c(=O)n(CC(=O)NCc4ccccc4F)ncn3n2)cc1 | 0.4 | -4 | 11 | 3 | 2 | 4 | 7 | -5 | 2
CCOc1ccccc1NC(=O)Nc1ccon1 | -1.1 | 4 | 30 | 6 | 2 | 0 | -1 | 2 | 7
COCCNC(=S)N/N=C/c1ccc(OCc2ccc(C(=O)OC)cc2)cc1 | 1.4 | 0 | 2 | 3 | -2 | -1 | 1 | 6 | 1
COc1cc(OC)cc(C(=O)NNC(=O)c2ccccn2)c1 | -0.4 | -1 | 4 | -2 | -1 | -5 | 0 | -7 | 2
O=C(NCC1CCCN(C(=O)c2cscn2)C1)c1ccc(-c2ccccc2)cc1 (stereo unspecified) | -1.4 | 4 | 3 | 10 | -1 | -3 | 0 | 2 | 3

For reference, part of the list above.
SMILES | MEX-5 binding | pPAFAH FP inh | AHR activator | MCL1-BIM inh | Fam108B counter | PAFAH1B2 FP inh | GLD-1 RNA inh | PME-1 primary | Bcl-xL primary
CN1C(c2ccc(F)cc2)=CS/C1=C(\C#N)c1nnc2n1-c1ccccc1SC2 | 1.2 | 9 | 3 | 6 | 3 | 4 | 9 | -5 | 1
COc1ccc(N2CCN(C(=O)CSc3nnc4c(C)cc5cc(C)ccc5n34)CC2)cc1 | -5.1 | -2 | 8 | 6 | 2 | -2 | 11 | -5 | 7
COC(=O)c1ccc(NC(=O)c2ccccc2SC)cc1 | -0.7 | -4 | -5 | 9 | -1 | 1 | 6 | -4 | 5
C=C1CCN(C(C(=O)OC)C(C)C)S(=O)(=O)c2ccc(F)cc21 (stereo unspecified) | 1.0 | -4 | -5 | 6 | 2 | 1 | 6 | 6 | 8
COc1ccccc1C(=O)NNC(=O)C(=O)Nc1ccc(C)cc1 | 0.2 | 1 | 17 | 0 | 7 | 8 | -6 | 3 | 1
CCOc1ccc(N2C(=O)CC(N3CCN(C(=O)CN4CCCC4)CC3)C2=O)cc1 (stereo unspecified) | -3.5 | 4 | 0 | 8 | 0 | 3 | -1 | 5 | 9
CCCCn1c(N)c(N(CC)C(=O)CSCc2ccc(C)cc2)c(=O)[nH]c1=O | 0.5 | 0 | 0 | -1 | 1 | 2 | 4 | -7 | -3
COc1ccc2[nH]c(C(=O)N/N=C/c3ccccc3OC)cc2c1 | 0.5 | 7 | 8 | 4 | 2 | 3 | 3 | 0 | 5
CCn1cc(C(=O)NCCCN2CCCC(C)C2)c(=O)c2cc(S(=O)(=O)N3CCc4ccccc4C3)ccc21 (stereo unspecified) | 1.7 | -3 | 1 | 6 | -3 | 5 | -8 | 14 | 2
Cc1c(-c2ccc(Cl)cc2)[n+](=O)c2c(n1[O-])CCCC2 | -0.8 | 6 | 0 | -4 | 1 | 4 | -3 | -5 | 4

Remaining list, next part.
SMILES | MEX-5 binding | pPAFAH FP inh | AHR activator | MCL1-BIM inh | Fam108B counter | PAFAH1B2 FP inh | GLD-1 RNA inh | PME-1 primary | Bcl-xL primary
CC(C)c1ccc(S(=O)(=O)N2CCN(C(=O)CCNC(=O)Nc3ccccc3)CC2)cc1 | . | 7 | -1 | 5 | . | 5 | 4 | 2 | 8
NS(=O)(=O)c1ccc(CCNC(=O)CSc2nc3ccsc3c(=O)n2CCCCCC(=O)O)cc1 | 1.7 | 4 | -1 | -3 | -1 | 1 | 5 | -3 | 7
Cc1cc(C)c(C)c(S(=O)(=O)NCC(=O)NCc2ccco2)c1C | -4.3 | 0 | 3 | 2 | -1 | 0 | 0 | 0 | 3
O=C1Cc2ccccc2Sc2c(OCCN3CCCCC3)cccc21 | 0.4 | 0 | 3 | 0 | 2 | 5 | 8 | 0 | 1
CC(=O)c1ccc(OCC(O)CN2CCN(c3ccccn3)CC2)cc1 (stereo unspecified) | 3.0 | 6 | 1 | 1 | -1 | . | -2 | -4 | 4
COc1ccc(CN(C(=O)CCC(=O)Nc2cc(C)on2)C(C(=O)NC(C)(C)C)c2cccc(OC)c2OC)cc1 (stereo unspecified) | 0.2 | 1 | 0 | -4 | 3 | 4 | 4 | 0 | 2
Cc1ccc(S(=O)(=O)N(C)CC(=O)NCC(c2ccc(F)cc2)N2CCOCC2)cc1 (stereo unspecified) | . | 2 | -1 | -1 | . | 5 | -3 | 0 | 4
COc1ccc(NC(=O)CSc2nnc(CNC(=O)COc3ccc(Cl)cc3)o2)c(OC)c1 | -2.1 | 2 | 5 | -7 | 1 | 20 | 4 | -1 | -1
O=c1ccc2cc(S(=O)(=O)Nc3ccc(F)cc3)ccc2o1 | -2.1 | 8 | 1 | -9 | 5 | 5 | -1 | -5 | 2
